Screening data from PubChem BioAssay.
GSIS activator: GLuc luminescence reporter in INS-1E cells, primary screen for activators of glucose-dependent secretion of insulin. INS-1E GLuc reporter insulin secretion, 2-3 h. activation, % at 16.6 µM. AID 743287. hit rate 0.61% among 370,000;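 active = lowest replicate activation of at least 40%, so every replicate reaches that level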;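 note: 0% = median of neutral control wells and 100% = median of IBMX positive control wells; some compounds called inactive have numbers as strong as hits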
PAX8 inh HTS: inhibitors of PAX8 transcriptional activity in RMG-I cells | RMG-I TPO-luciferase reporter, SteadyGlo, 24 h | inhibition, % at 12.6 µM | hit rate 1.2% among 360,000 | AID 652154;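 active = mean replicate inhibition at least 60% with every replicate also reaching 60%; inconclusive = only one of the two criteria is met; inactive = mean below 60% and not all replicates reaching 60%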;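 note: luciferase light reporting Pax8 driven TPO promoter activity; plate controls were median of neutral control wells for no effect and mitoxantrone controls for full effect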
ARNT TACC3 PPI: disruptors of human ARNT/TACC3 interaction; inhibition, % at 9.99 µM; hit rate 0.66% among 390,000; AID 623870; Q9Y6A5; AlphaScreen His-ARNT PAS-B/GST-TACC3 binding, luminescence; TACC3 fragment carries E629A point mutation;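 active = mean inhibition of replicates at least 50% and at least half of replicates each reaching 50%; inconclusive = half or more replicates reach 50% but mean below 50%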;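 note: 0% = complete ARNT plus TACC3 wells and 100% = ARNT alone without TACC3; many hits fall short of the cut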
DENV2 CPE: protects cells from dengue virus 2 cytopathic effect; DENV2-infected cells, cytopathic effect rescue, plate reader; CPE inhibition, % at 9.99 µM; hit rate 1.7% among 350,000; AID 651640; in the data active = CPE inhibition above about 20%, passing the limit was not always enough; inconclusive = no clear call, values can overlap the other calls; tested in BHK-21 cells;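 note: 0% = median of neutral control wells and 100% = median of positive control wells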
CFTR F508del cor: correctors of CFTR F508del function in bronchial epithelial cells. CFBE cells, YFP halide quenching; stimulated with forskolin plus potentiator P3; % fluorescence drop versus neutral controls. activity (quench increase), % at 7.58 µM. hit rate 0.36% among 350,000. AID 720511;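 active = mean added fluorescence quench of at least 8% versus neutral control, with both replicates also reaching 8%; inconclusive = only one of the mean or replicate conditions met; inactive = mean below 8% and not both replicates reaching 8%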;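 note: cells transiently co-express mutant CFTR-F508del with the halide-sensitive YFP; corrector assay measuring rescue of mutant channel to the surface after 24 h compound exposure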
XiGFP reactiv: activators of X-chromosome reactivation in mouse fibroblasts. activation, % at 7.58 µM. hit rate 0.055% among 360,000. XiGFP mouse fibroblasts, % GFP-positive cells imaging, 3 d; cells co-treated with 5-aza-dC sensitizer; scaled so ellipticine positive control = 100%;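 active = mean normalized replicate activation at least 10% and every replicate at or above 10%; inconclusive = only one of the two criteria met; inactive = mean below 10% and not all replicates reach 10%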;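 note: 0% = median of on-plate neutral control wells and 100% = ellipticine 6 µM median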
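System: 68-5-11 XiGFP fibroblast line | Buffer or medium: DMEM containing 5-aza-dC | Compound: Single point | Times: Compounds 3 days, fix/stain 15 min at room temperature | Benchmarks: Positive control ellipticine, 6 µM final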
EWS-Fli inh: blocks EWS/Fli oncoprotein-driven transcription; hit rate 0.67% among 350,000; A673 NR0B1-luciferase reporter, viability-normalised; inhibition, % at 12.6 µM;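 active = mean inhibition of at least 50% after viability correction, with every replicate also passing that limit; inconclusive = mean reaches 50% but only one of two replicates passes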;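 note: firefly luciferase signal divided by Alamar Blue viability fluorescence both relative to DMSO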
ERp5 inh: ERp5 (human) disulfide isomerase inhibition. ERp5 insulin aggregation, absorbance 650 nm, 90 min. inhibition, % at 9.99 µM. hit rate 0.05% among 350,000. AID 651711;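 active = mean replicate inhibition above about 25%, with every replicate also reaching it, limit read from the data, passing the limit was not always enough; inconclusive = only one of those two criteria met; inactive = neither criterion met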
Target sequence (Q15084 whole entry, looked up): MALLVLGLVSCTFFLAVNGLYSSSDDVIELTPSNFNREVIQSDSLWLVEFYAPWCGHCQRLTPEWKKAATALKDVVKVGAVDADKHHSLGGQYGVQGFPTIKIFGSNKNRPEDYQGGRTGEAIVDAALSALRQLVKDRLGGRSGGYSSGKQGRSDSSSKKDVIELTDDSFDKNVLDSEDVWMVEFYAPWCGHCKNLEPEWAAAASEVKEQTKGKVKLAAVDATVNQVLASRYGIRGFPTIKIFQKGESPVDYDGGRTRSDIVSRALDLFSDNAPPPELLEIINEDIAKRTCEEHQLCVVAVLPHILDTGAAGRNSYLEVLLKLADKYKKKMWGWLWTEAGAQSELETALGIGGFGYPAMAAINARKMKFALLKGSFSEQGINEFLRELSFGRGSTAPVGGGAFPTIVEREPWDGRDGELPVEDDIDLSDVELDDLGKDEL
An asterisk follows results filed as active; ? = inconclusive; . = not tested or not shown.

Start of the data: the first 4 entries as a preview:
SMILES	GSIS activator	PAX8 inh HTS	ARNT TACC3 PPI	DENV2 CPE	CFTR F508del cor	XiGFP reactiv	EWS-Fli inh	ERp5 inh
O=C(COC(=O)CC1CCCC1)Nc1ccccc1[N+](=O)[O-]	0	15	-7	-3	-0.8	0.0	2	3
NC(=O)c1cc(S(=O)(=O)NCCCc2ccccc2)cs1	4	-4	-6	?	-1.9	0.1	-3	1
CCOc1ccccc1OCC(=O)NNC(=S)NC1CCCCC1	2	-6	-8	4	1.5	-0.2	-2	-10
CC(C)CCNC(=O)CN(C(=O)CCC(=O)Nc1nccs1)C1CCCCC1	-1	-8	1	-9	-2.1	0.1	-2	-5

The listing, from the first entry:
SMILES	GSIS activator	PAX8 inh HTS	ARNT TACC3 PPI	DENV2 CPE	CFTR F508del cor	XiGFP reactiv	EWS-Fli inh	ERp5 inh
O=C(COC(=O)CC1CCCC1)Nc1ccccc1[N+](=O)[O-]	0	15	-7	-3	-0.8	0.0	2	3
NC(=O)c1cc(S(=O)(=O)NCCCc2ccccc2)cs1	4	-4	-6	?	-1.9	0.1	-3	1
CCOc1ccccc1OCC(=O)NNC(=S)NC1CCCCC1	2	-6	-8	4	1.5	-0.2	-2	-10
CC(C)CCNC(=O)CN(C(=O)CCC(=O)Nc1nccs1)C1CCCCC1	-1	-8	1	-9	-2.1	0.1	-2	-5
COc1ccc(C(CNC(=O)c2ccc(Br)o2)N2CCN(C)CC2)cc1 (stereo not drawn)	1	-7	2	-6	-1.0	0.1	-7	0
CCN1CCCC(NC(=O)c2cc([N+](=O)[O-])ccc2OC)C1 (stereo not drawn)	22	-3	41	.	.	-0.1	.	.
Oc1ccc(-c2[nH]ncc2-c2ccc(Br)cc2)c(O)c1	-27	8	5	1	-2.5	0.1	2	6
CN(C)CCCN(Cc1ccc2c(c1)OCO2)C(=O)NC1CCCCC1	15	8	-7	6	1.0	0.0	-3	5
O=S(=O)(Nc1ccccc1Cl)c1ccc(NS(=O)(=O)c2cccs2)cc1	-2	8	-3	1	-1.2	0.4	12	3
Cc1noc(C)c1S(=O)(=O)Nc1ccc2c(c1)CC(=O)N([C@@H](C)CO)C[C@@H](C)[C@H](CN(C)Cc1ccc(-c3ccccc3)cc1)O2	1	.	.	14	3.8	-1.0	14	-7
CN(C)CC#Cc1ccc([C@H]2[C@H](CO)N3C(=O)CN(C(=O)c4ccc(F)cc4)C[C@@H]23)cc1	2	-7	.	3	-2.1	0.2	0	1
CCC(C)Sc1ccc([C@H]2N[C@@](Cc3ccccc3)(C(=O)OC)[C@H]3C(=O)N(CC)C(=O)[C@@H]23)cc1 (stereo partly drawn)	-14	17	26	5	3.7	0.0	-3	-5
CC(C)c1cn(CC[C@H]2CC[C@H](NS(=O)(=O)c3ccccc3)[C@H](CO)O2)nn1	6	-10	-15	-1	-0.5	-0.2	-132	1
Cc1ccc(S(=O)(=O)N2CCC(C(=O)NC3CCCCC3C)CC2)cc1 (stereo not drawn)	6	3	-5	9	-2.8	0.2	.	-1
O=C1CC2C(=O)NCCN2C(=NC(=O)c2ccc(Cl)cc2)N1 (stereo not drawn)	3	-2	12	-1	2.2	0.0	-1	0

The final five entries of the section above lead into the next:
SMILES	GSIS activator	PAX8 inh HTS	ARNT TACC3 PPI	DENV2 CPE	CFTR F508del cor	XiGFP reactiv	EWS-Fli inh	ERp5 inh
CN(C)CC#Cc1ccc([C@H]2[C@H](CO)N3C(=O)CN(C(=O)c4ccc(F)cc4)C[C@@H]23)cc1	2	-7	.	3	-2.1	0.2	0	1
CCC(C)Sc1ccc([C@H]2N[C@@](Cc3ccccc3)(C(=O)OC)[C@H]3C(=O)N(CC)C(=O)[C@@H]23)cc1 (stereo partly drawn)	-14	17	26	5	3.7	0.0	-3	-5
CC(C)c1cn(CC[C@H]2CC[C@H](NS(=O)(=O)c3ccccc3)[C@H](CO)O2)nn1	6	-10	-15	-1	-0.5	-0.2	-132	1
Cc1ccc(S(=O)(=O)N2CCC(C(=O)NC3CCCCC3C)CC2)cc1 (stereo not drawn)	6	3	-5	9	-2.8	0.2	.	-1
O=C1CC2C(=O)NCCN2C(=NC(=O)c2ccc(Cl)cc2)N1 (stereo not drawn)	3	-2	12	-1	2.2	0.0	-1	0
C[C@@H]1CN([C@@H](C)CO)S(=O)(=O)c2ccc(-c3ccccc3)cc2O[C@H]1CN(C)S(C)(=O)=O	-24	.	11	-6	-2.1	-0.5	-3	-2
C[C@@H]1CN([C@@H](C)CO)C(=O)c2cc(NC(=O)Cc3cn(C)c4ccccc34)ccc2O[C@H]1CN(C)S(C)(=O)=O	18	11	-1	-6	-0.6	0.0	-6	0
O=C(CC1CCCCC1)N=C1SC2CS(=O)(=O)CC2N1c1ccccc1 (stereo not drawn)	3	11	4	0	-6.1	0.0	3	-6
C[C@H](CO)N1C[C@H](C)[C@H](CN(C)S(=O)(=O)c2cccs2)OCCCC[C@H](C)Oc2ccc(NS(=O)(=O)c3ccc(Cl)cc3)cc2C1=O	-6	?	-12	-6	-0.9	-0.1	6	-2
C[C@@H]1CCCCO[C@H](CN(C)Cc2ccc(C(=O)O)cc2)[C@H](C)CN([C@H](C)CO)C(=O)c2cc(NC(=O)CCCN(C)C)ccc2O1	15	-10	-15	7	-0.4	0.8	-5	1
CC(CCN1CCN(CCO)CC1)c1ccccc1 (stereo not drawn)	-5	10	-3	0	-1.9	0.1	14	5
CCCNC(=O)C[C@H]1CC[C@H]2[C@H](COc3ccc(NC(=O)NC(C)C)cc3C(=O)N2C)O1	12	-3	-10	2	0.0	0.3	1	1
Cc1noc(C)c1S(=O)(=O)Nc1cccc2c1O[C@H](CN(C)S(=O)(=O)c1ccccc1)[C@H](C)CN([C@H](C)CO)C2=O	7	-4	4	54*	-0.5	0.3	-10	-20
O=[N+]([O-])c1ccc(C2=Nn3c(Cn4nnc5ccccc54)nnc3SC2)cc1	.	6	2	-2	-0.7	0.1	8	-1
Cc1ccc(-n2c(C)cc(=O)cc2C)cc1[N+](=O)[O-]	9	-3	-13	-1	-4.4	0.4	-4	-1
CC1O[C@@H](O[C@H](C)CC/C=C/C(=O)O)C(O)C[C@H]1O (stereo partly drawn)	-7	6	-14	-21	-0.7	0.2	-4	-6
Nc1nnc(SCC(=O)OCC(=O)Nc2ccc(Br)cc2)s1	.	36	-1	.	-0.6	0.2	-3	2
COc1ccccc1NC(=O)N(C)C[C@H]1Oc2ncc(Br)cc2C(=O)N([C@@H](C)CO)C[C@@H]1C	8	.	-17	-7	1.5	0.1	-6	1
Cn1ccc(C(=O)Nc2sc3c(c2C(N)=O)CCCCC3)n1	3	-139	-8	9	-2.3	0.2	-31	2
C=C(c1ccc2nc(NC(=O)OC)[nH]c2c1)c1cccs1	.	13	-1	0	-1.1	1.0	-5	-3
CN(C)C(CNC(=O)CCNC(=O)c1ccc(Cl)cc1)c1ccco1 (stereo not drawn)	27	0	-1	-3	-3.9	0.4	0	-4
N#Cc1ccc(C#Cc2ccc3oc4ccccc4c(=O)c3c2)cc1	-5	-20	.	4	2.4	-0.1	-27	-5
Cc1cccc(C)c1N1CCN(C(c2ccnc3ccccc23)c2nnnn2-c2ccc3c(c2)OCCO3)CC1 (stereo not drawn)	-8	16	.	-20	-5.8	0.0	18	0
COc1ccc(C(=O)O)c(O)c1	18	.	-3	-8	-1.4	.	-8	-2
C[C@@H]1CN([C@@H](C)CO)C(=O)Cc2cc(NS(=O)(=O)c3cccs3)ccc2O[C@H]1CN(C)Cc1ccc(-c2ccccc2)cc1	-14	27	2	-12	0.7	0.0	-2	-6
CCN1CCN(C(=O)c2cc(COc3ccc4ncccc4c3)on2)CC1	-25	24	2	3	1.1	0.2	5	2
O=C(NCc1ccc(Cl)cc1)c1ccc(N2CCCC2=O)cc1	0	-15	-7	.	0.3	0.0	-20	0
O=C(CN1CCC(NC(=O)Cc2ccccc2)CC1)Nc1ccccc1Br	-4	5	-1	0	-1.7	0.3	-1	-2
O=C(NCCCn1ccnc1)c1ccc(OCC(F)(F)F)cc1	-7	10	-5	3	0.7	-0.1	0	3
CCOC1=C2[C@@H](CN(S(=O)(=O)c3ccc(C)cc3)[C@H]2c2cccc3ccccc23)[C@H]2C(=O)N(c3ccccc3)C(=O)[C@H]2C1	-2	-10	.	?	0.9	-0.1	-85	-5
Cc1ccc(C(=O)Oc2ccccc2N2CCOCC2)cc1	-1	13	-8	-2	-3.1	0.0	6	1
Cc1ccc(S(=O)(=O)N2CCN(C(=O)CN3C(=O)CNC3=O)CC2)cc1	0	3	-2	-2	-2.3	-0.1	-6	-8
CC(C)(C)OC(=O)N1CCN(C(=O)c2cccnc2Cl)CC1	13	-5	-3	.	-0.3	-0.5	-5	-1
CCOC(=O)C1CCCN(CC(=O)Nc2nc(-c3ccccc3)cs2)C1 (stereo not drawn)	-14	23	5	1	-0.5	0.0	14	3
CCC(=O)Oc1ccc2c(C)cc(=O)oc2c1C(=O)CC	10	18	-6	-4	-0.4	0.1	-2	8
O=C(NCc1ccccc1)c1cc(=O)c2ccccc2o1	1	15	.	-4	-3.3	0.5	1	5
COc1ccc(CNc2nc3ccccc3n2Cc2ccc(C)cc2)cc1OC	-27	6	0	.	.	-0.1	.	.
CN(CC(=O)Nc1ccc(Cl)c(S(=O)(=O)N(C)C)c1)Cc1ccccc1	-16	-150	-2	6	-0.8	0.1	.	5
COc1ccc(C(=O)NCC(=O)OCC(=O)Nc2cc([N+](=O)[O-])ccc2F)cc1	6	13	-5	-5	-0.8	0.0	8	1
CCCS(=O)(=O)c1nc(S(=O)(=O)c2ccc(C)cc2)c(N2CCN(CCO)CC2)s1	1	7	-4	-7	3.0	0.0	16	-2
C[C@@H]1CN([C@H](C)CO)C(=O)c2cc(C#CC3(O)CCCC3)cnc2O[C@@H]1CN(C)Cc1ccccn1	37	-9	5	2	-2.6	-1.8	3	-2
CCN(CC)C(=O)[C@H]1C[C@H](CC(=O)NCCCN(C)C)C(=O)N2CCc3c([nH]c4ccc(Cl)cc34)[C@]12C	7	1	25	4	-2.5	0.0	-16	-3
CSC1=NC(C)(C)CC2(C)Nc3ccccc3N12 (stereo not drawn)	.	-17	.	1	.	0.0	-7	2
COc1ccc(S(=O)(=O)n2cccc2)cc1OC	29	-12	-5	0	0.3	0.0	3	1
Cc1noc(C)c1NC(=O)Nc1cccc2c1O[C@@H](CN(C)C(=O)NC1CCCCC1)[C@@H](C)CN([C@H](C)CO)C2=O	3	.	-2	-2	2.4	-0.2	-10	1
CCOc1cccc(-c2nn(-c3ccccc3)cc2/C=C(/C#N)C(=O)NCCCn2ccnc2)c1	22	2	-15	.	.	0.0	.	.
CC1CCN(C(=O)CN2C(=O)NC3(CCCc4ccccc43)C2=O)CC1 (stereo not drawn)	-1	.	-5	-3	1.1	0.2	7	1
Cc1cccc(-c2cc(NC=O)c3ncc(-c4cccc(C(=O)N(C)C)c4)n3c2)c1	-22	41	.	7	-1.1	0.0	27	7
Cc1cccc(N2CCN(C(=S)Nc3ccc4nc(N5CCN(C)CC5)cc(C)c4c3)CC2)c1C	22	5	-2	6	-15	-0.2	56*	0
